# eIF4E 4G PPI: eIF4E/eIF4G interaction inhibition in translation initiation; 0.37% of 220,000 active; AID 782; inhibition, % at 21.7 µM; TR-FRET eIF4E-eIF4GI(517-606) binding, 2 h;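 active means inhibition above about 30%, limit read from the data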;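 further: 0% = full FRET control wells and 100% = background wells lacking eIF4GI fragment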
# Ba/F3 V617F tox: reduce viability of Ba/F3 cells dependent on JAK2V617F; Ba/F3 EpoR-JAK2V617F viability, ATP luminescence; inhibition, % at 5.6 µM; 1.1% of 220,000 active; AID 1446;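 active means inhibition above the campaign mean plus 3 SD over all tested compounds, cut at about 24% in these data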;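 further: cytokine-independent growth of Ba/F3 cells driven by EpoR plus mutant JAK2; 0% = DMSO-treated cells and 100% = JAK inhibitor I control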
# MDM2 E3 inh: inhibitors of human Mdm2 E3 ubiquitin ligase. cell-based MDM2 ubiquitination luciferase reporter, 2 h; 0 = plate control, 100 = twice control, blank-subtracted. 0.11% of 210,000 active. AID 1230. Q00987. signal enhancement, % at 5 µM;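 active means signal enhancement of 30% or more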;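 further: luminescence tracks abundance of the self-degrading MDM2-luciferase fusion protein; higher signal means inhibition of MDM2 E3 ligase activity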
#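 Material: Stable MDM2–luciferase fusion reporter cells | Amount: 2000 cells seeded into each well | Dosing: One concentration, 5 µM, with 0.2% DMSO | Incubation: 4 h cell settling then 2 h compound exposure, 37 °C | Measured by: Luciferase luminescence | Read-out basis: % enhancement relative to plate controls after blank subtraction | Benchmarks: Control and blank well means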
# NPY-Y2 PAM-ag: potentiates or activates human NPY-Y2 receptor | cells expressing NPY-Y2, potentiator/agonist read-out | activation, % at 3.6 µM | 0.45% of 220,000 active; in the data active means activation above about 27%;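 further: cells stimulated with NPY near EC25 plus isoproterenol at EC100; 0% = vehicle plus submaximal agonist and 100% = vehicle plus saturating agonist; some results beyond the cut were filed as inactive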
# S1P4 antagonist: human S1P4 receptor antagonism; O95977; S1P4-expressing cells, antagonist mode, reporter read-out; 0.26% of 220,000 active; inhibition, % at 4.98 µM; in the data active means inhibition above about 29%;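 further: 0% = wells stimulated with agonist and 100% = vehicle wells without agonist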
# Wee1 stabilizer: human Wee1 degradation inhibition, primary screen. P30291. reporter increase, % at 5 µM. HeLa Luc-Wee1K328M stability, luciferase luminescence; 100% = proteasome inhibitor MG132 effect. 1.2% of 220,000 active;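 active means activation above the mean of all tested compounds plus 3 SD, set per screening run, cut at about 8.8% in these data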;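 further: cells exposed to compound for 20 h before luminescence read; 0% = DMSO alone and 100% = MG132 at 30 µM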
# PERK inhibitor: human PERK inhibition, primary cell-based screen; CHO PERK-DD fusion, SEAP luminescence translation reporter; inhibition, % at 5.6 µM; 0.17% of 220,000 active; AID 1416; Q9NZJ5;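 active means inhibition above the mean inhibition of all tested compounds plus 3 SD, set separately per screening campaign, cut at about 2.9% in these data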;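 further: PERK kinase domain activated by AP20187 dimerizer at 100 nM; 0% = DMSO with dimerizer and 100% = rapamycin at 8.4 µM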
# Target sequence (Q9NZJ5 whole entry, looked up, the tested form may be a part): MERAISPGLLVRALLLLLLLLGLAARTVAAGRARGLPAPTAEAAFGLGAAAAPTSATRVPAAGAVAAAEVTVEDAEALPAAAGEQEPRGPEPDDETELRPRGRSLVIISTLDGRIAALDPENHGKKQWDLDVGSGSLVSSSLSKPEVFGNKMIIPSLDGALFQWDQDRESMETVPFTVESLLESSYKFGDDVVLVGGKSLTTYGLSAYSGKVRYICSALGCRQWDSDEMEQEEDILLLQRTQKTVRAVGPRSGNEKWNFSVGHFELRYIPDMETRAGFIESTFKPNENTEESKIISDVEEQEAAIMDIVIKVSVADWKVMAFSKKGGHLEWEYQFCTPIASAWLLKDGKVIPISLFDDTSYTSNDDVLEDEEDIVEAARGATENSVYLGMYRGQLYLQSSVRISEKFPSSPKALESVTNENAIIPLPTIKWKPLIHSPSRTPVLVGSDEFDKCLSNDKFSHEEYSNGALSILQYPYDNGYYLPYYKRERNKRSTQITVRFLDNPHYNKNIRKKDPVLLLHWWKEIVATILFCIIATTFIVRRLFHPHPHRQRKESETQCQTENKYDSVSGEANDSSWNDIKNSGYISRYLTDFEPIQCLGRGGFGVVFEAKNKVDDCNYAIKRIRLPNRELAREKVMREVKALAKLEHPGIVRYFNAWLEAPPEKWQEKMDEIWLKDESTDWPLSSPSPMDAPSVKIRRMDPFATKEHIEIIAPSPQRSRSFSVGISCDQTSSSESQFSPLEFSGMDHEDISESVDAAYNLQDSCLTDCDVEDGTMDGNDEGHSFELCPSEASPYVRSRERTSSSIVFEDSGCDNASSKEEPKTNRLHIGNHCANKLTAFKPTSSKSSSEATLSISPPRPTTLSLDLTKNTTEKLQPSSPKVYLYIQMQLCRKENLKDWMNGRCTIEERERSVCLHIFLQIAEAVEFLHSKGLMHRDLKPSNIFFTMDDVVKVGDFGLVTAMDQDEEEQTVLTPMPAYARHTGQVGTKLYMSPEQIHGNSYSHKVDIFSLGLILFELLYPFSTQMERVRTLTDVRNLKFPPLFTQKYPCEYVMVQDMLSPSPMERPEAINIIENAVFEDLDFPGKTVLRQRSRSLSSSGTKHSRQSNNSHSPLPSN
# S1P4 ag: agonists of human S1P4 receptor; activation, % at 4.98 µM; S1P4-expressing cell line, agonist reporter assay; O95977; 0.35% of 220,000 active; in the data active means activation above about 11%;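 further: 0% = DMSO vehicle and 100% = reference agonist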
# BaF3 tox: parental Ba/F3 viability inhibition as JAK2V617F counter-screen. inhibition, % at 5.6 µM. CellTiter-Glo ATP luminescence. AID 1486. 1.1% of 220,000 active;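 active means inhibition above a per-campaign cutoff, the mean inhibition of all tested compounds plus 3 SD, cut at about 27% in these data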;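 further: 0% = DMSO wells and 100% = JAK Inhibitor I control wells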
# Active calls of the source: *; / = not tested or not shown; [ ] = remark or other dose. An unsorted share of the library; overall some 4.1% were active at least once.
SMILES,eIF4E 4G PPI,Ba/F3 V617F tox,MDM2 E3 inh,NPY-Y2 PAM-ag,S1P4 antagonist,Wee1 stabilizer,PERK inhibitor,S1P4 ag,BaF3 tox
CCOC(=O)/C(C)=N/NC(=O)c1cccc([N+](=O)[O-])c1,-1.4,-5.2,-6.9,-0.9,-28.2,-0.1,0.4,1.0,1.0
O=C1CSCN1c1ccc(Cl)cc1,-0.4,1.1,-8.6,-10.9,14.6,-1.3,0.4,-0.7,4.6
C/C(=N\NC(=O)c1ccc([N+](=O)[O-])cc1Cl)c1ccccc1,-0.5,-0.6,13.2,-8.5,-18.5,0.2,0.9,-0.3,7.7
CC(C)(C)c1ccc(S(=O)(=O)NNC(=O)C2CCN(Cc3cccc(F)c3)CC2)cc1,3.0,-1.8,-3.8,-10.1,-8.8,2.2,-0.8,-0.2,7.5
CCn1c2c(c(=N)c3c1CCC3)CCC2,20.8,12.0,14.4,18.1,-7.8,0.6,1.1,1.1,27.7*
CCOC(=O)/C(C#N)=C/c1cccc(F)c1,2.0,2.0,-21.0,-11.0,-8.3,-1.9,0.5,1.8,6.6
Cc1ccc(S(=O)(=O)N2C(=O)CCC2C(=O)Nn2cnnc2)cc1 (centres undefined),4.4,-0.7,-14.6,0.8,5.5,0.9,0.3,-1.6,2.7
COc1cccc(N(C(=O)Cn2nnc(-c3ccc(F)cc3)n2)C(C(=O)NCC2CCCO2)c2ccc(Cl)cc2)c1 (centres undefined),1.6,3.0,2.5,6.4,5.1,-2.7,0.1,0.7,1.1
CC1=C(C(=O)Nc2ccccc2)C(c2ccncc2)C(C#N)=C(SCC(=O)NC(C)C)N1 (centres undefined),8.2,4.3,-3.8,-5.5,-2.7,1.6,1.3,-0.6,7.7
COc1ccc(CSc2nnnn2Cc2ccccc2)cc1OC,10.6,-1.2,-3.6,8.5,-16.1,1.9,0.4,1.8,0.2
C=CCc1ccc(OCC(O)COCC)c(OC)c1 (centres undefined),-0.3,-2.6,-9.3,22.2,5.6,2.2,0.5,1.6,-0.1
CCN(CC)c1ncccc1C(=O)NCc1cccs1,2.8,-2.1,-11.8,0.8,-9.9,1.1,-0.3,1.5,1.1
COc1cc(NC(=O)Nc2cccc(C(C)=O)c2)cc(OC)c1OC,3.6,0.8,-4.4,-9.2,-15.2,-0.4,-0.5,-2.0,0.8
COc1cccc(C2CC(c3cccs3)=NN2C(=O)CSC2=NN3CCCC(=O)N=C3S2)c1OC (centres undefined),-4.9,-1.3,-3.0,3.5,-18.5,-1.3,-1.2,2.4,5.6
CCN1C(=O)Cc2cc(S(=O)(=O)N3CCOCC3)ccc21,-1.7,-3.0,-10.4,7.0,-5.0,3.5,-1.5,2.5,-0.5
Cc1cccc(N2CCN(c3ccc(N4C(=O)CCCC4=O)cc3[N+](=O)[O-])CC2)c1C,-5.3[fluorescence artefact?],1.4,-11.5,0.0,-22.4,7.7,-0.8,1.2,5.9
CCOc1ccc(NC2=NCCC(=O)N2Cc2cccs2)cc1,1.4[fluorescence artefact?],1.2,-6.6,-8.8,-14.9,-0.3,-0.2,-0.4,6.2
CC(=O)Nc1ccc(NC(=O)COC(=O)c2ccc(C)s2)cc1,-13.6,1.3,-7.4,-7.5,-8.3,-1.8,0.6,-0.4,6.5
CC(=O)NC1N=C(C)N(c2ccccc2)C1=O (centres undefined),-5.5,-1.1,-13.2,12.2,9.4,0.4,2.0,-1.7,4.6
Cc1ccc(-n2nc3c4c(cccc4c2=O)-c2ccccc2-3)cc1,-0.5,0.9,-14.1,10.0,1.3,4.1,1.8,-0.5,7.2
Cc1ccc(S(=O)(=O)N2CCOCC2)cc1NC(=O)CNCc1ccccn1,-3.4,-1.0,/,-3.6,1.5,-1.6,1.2,0.7,-5.5
O=C(O)CN(c1ccccc1[N+](=O)[O-])S(=O)(=O)c1ccccc1,-0.8,2.8,-0.2,-3.3,-15.0,-3.8,0.5,1.6,7.2
O=C(CSc1nc2cc(Cl)ccc2s1)N1CCCc2ccccc21,1.6,-3.0,4.0,-27.9,-17.7,1.5,1.8,0.8,-1.1
O=C(c1cccc(OC2CCN(C3CCCC3)CC2)c1)N1CCCCCCC1,-2.6,-0.2,-46.6,-12.8,3.7,1.9,-0.3,-0.4,-1.4
O=C(O)CCCCCN1C(=O)/C(=C\c2ccc(-c3ccc(Cl)cc3)o2)SC1=S,24.4,3.8,2.6,-6.8,14.7,1.5,0.1,-1.4,-1.4
COCCNC(=O)C(c1ccc(F)cc1)N(C(=O)CCC(=O)Nc1nccs1)c1cccc(C)c1 (centres undefined),-3.4,-1.2,-3.9,-3.5,-3.8,4.3,1.1,-1.6,3.1
COc1ccc(N(CC(=O)Nc2c(C)n(C)n(-c3ccccc3)c2=O)S(=O)(=O)c2ccc(C)cc2)cc1,-3.6,-0.7,0.0,0.1,-18.5,-4.0,0.6,0.1,1.0
O=C(Cn1c(-c2ccccc2)noc1=O)Nc1ccc(S(=O)(=O)N2CCOCC2)cc1,0.1,6.7,-8.0,3.9,-13.5,1.2,-0.1,0.5,9.8
Cc1nn(-c2ccccc2Cl)c(Cl)c1/C=N/Nc1cccc(C(=O)O)c1,3.7,-2.6,-42.1,5.9,-22.2,-0.6,-0.5,2.1,3.7
O=C1C2C3C=CC(C3)C2C(=O)N1CN(Cc1ccccc1)CN1C(=O)C2C3C=CC(C3)C2C1=O (centres undefined),5.3,-3.4,-22.1,-8.1,-20.4,-2.3,2.0,-0.6,4.0
CC(C)NS(=O)(=O)c1ccc(CCC(=O)NCc2ccco2)cc1,1.8,0.4,-36.4,-9.0,-2.9,2.5,0.1,1.1,2.4
COc1ccc(-n2c3c(cc(C(=O)N4CCN(CCO)CC4)c2=O)C(=O)CC(C)(C)C3)cc1,-4.6,3.0,-17.9,-1.1,11.2,-1.5,-0.3,2.1,4.4
Cc1ccc(N=Cc2nc(/C=C/c3cccc([N+](=O)[O-])c3)oc2O)cc1,-0.9,-2.8,2.4,-6.7,-0.8,1.0,0.1,-0.7,-0.4
Cn1c(=O)c(-c2ccccc2)nc2ccccc21,1.8[fluorescence artefact?],-6.3,/,10.8,-10.2,-2.4,1.6,0.7,0.1
CC(Cc1cccs1)NC(=O)c1cccc(Cl)c1 (centres undefined),2.3,-3.5,2.0,-7.3,6.1,4.3,0.8,0.3,3.0
CCn1c(SCC(=O)Nc2ncc(C(F)(F)F)cc2Cl)nnc1-c1cccc(C)c1,7.0,0.3,-9.9,8.2,-9.4,-2.3,0.0,3.3,3.4
CCOC(=O)c1sc(NC(=O)CSc2nccc(C)n2)c(C#N)c1C,-15.4,1.1,-18.7,-10.4,-7.5,-0.1,-0.1,2.4,5.2
O=C(O)C1Sc2[nH]c(=O)sc2C2c3cc(Cl)ccc3OC(=O)C12 (centres undefined),10.4,2.7,-30.7,-19.0,-2.0,0.3,0.4,2.0,5.1
O=S(=O)(Nc1ncn[nH]1)c1ccc2ccccc2c1,3.7[fluorescence artefact?],2.1,-19.0,-28.4,-22.9,8.6,-0.1,3.1,-2.4
Cc1cc2ccccn2c1C(=O)Nc1ccc(Cl)cc1,4.0,-0.1,-4.9,9.3,-3.9,3.4,0.2,1.3,7.8
COc1ccc(N=C2S/C(=C\c3cc(C)n(C)c3C)C(=O)N2CC(C)C)cc1,-6.3,0.7,-13.8,-0.7,-7.6,-2.1,-0.5,1.2,8.4
COc1cc(CC(=O)Nc2ccccc2N2CCOCC2)cc(OC)c1OC,0.5,-0.8,-2.7,-4.5,-5.8,-0.2,-0.3,3.7,11.4
O=C(NCCN1CCOCC1)c1nn2c(c1Cl)NC(c1ccccc1)CC2C(F)(F)F (centres undefined),45.3*,-1.8,-15.8,10.9,4.1,1.2,-1.2,0.0,1.3
COc1ccc(CNC(=O)C2CCC(CNc3c(N4CCCCC4)c(=O)c3=O)CC2)cc1 (centres undefined),-3.2,-2.3,-7.5,-17.1,-9.0,2.2,0.9,2.2,-1.9
CCC(=O)Nc1ccc(-c2cc(-c3ccccc3)nc(-c3ccc(NC(=O)CC)cc3)n2)cc1,-3.6,0.9,-9.8,-9.2,14.2,3.5,0.1,1.6,4.1
O=C(CN1CCOCC1)Nc1ccc2c(c1)OCO2,-4.0,0.3,2.3,11.0,-16.8,-3.2,0.1,1.0,2.4
COc1cc2cc(CN(CCN3CCCC3)C(=O)Nc3ccc(F)cc3)c(=O)[nH]c2cc1OC,/,-1.5,-2.7,-1.0,-9.0,2.1,0.7,0.5,3.5
CSc1nnc(COc2ccc(C)cc2)n1N,1.3,-2.1,/,-10.9,-19.1,-0.4,1.2,-0.1,5.1
O=C(N/C(=C/c1cccc(Br)c1)c1nc(=S)[nH][nH]1)c1ccccc1,-1.6,-4.8,-1.0,25.5*,-2.9,2.1,0.6,4.0,1.5
COC(=O)[C@@H]1CC[C@H](C)[C@@H](c2ccc(C)cc2)N1C(=O)c1ccc(/C=N/OC[C@@H](O)COCc2ccco2)cc1,-1.9,4.4,/,-5.2,4.9,-1.6,-0.7,0.5,5.3
CCN(CC)CCCNC(=O)C1c2cc(OC)c(OC)cc2C(=O)N(C)C1c1cccs1 (centres undefined),-0.7,-2.4,-16.4,3.1,6.4,-1.7,0.8,-1.9,6.1
Cc1cc(-c2cccs2)c2c(N)c(C(=O)c3ccc4c(c3)OCO4)sc2n1,8.9,-2.5,-6.3,-6.7,-6.1,-0.7,1.4,1.4,5.8
CONC(=O)C1CCN(C(=O)OCc2ccccc2)CC1,0.9,6.7,-3.8,-5.3,-1.0,1.1,-0.9,-1.1,7.2
COc1cc(/C=N/NC(=O)COc2ccc(C)cc2)ccc1OC(=O)c1cccs1,3.6,1.2,-7.5,-17.5,-6.1,0.3,0.6,-0.2,7.6
O=C(/C=C/c1ccccc1)NCCSCc1ccccc1Cl,-0.2,-2.0,-8.7,-13.2,7.6,-0.2,0.7,-0.4,0.3
Cn1cccc1Cc1nnc(SCC(=O)Nc2ccc3c(c2)OCO3)n1-c1ccc(F)cc1,-1.5,-2.9,-31.4,6.4,5.2,4.3,-0.3,0.3,5.0
O=C(Nc1ccc(C(=O)N2CCCC2)cc1)c1ccccc1[N+](=O)[O-],7.7,-1.1,-9.4,5.0,-10.8,-2.5,2.1,3.7,-2.0
CCCCOC(=O)CSc1nc2c(cc1C#N)C(=O)CC(C)(C)C2,3.3,-3.8,-7.7,15.2,-11.6,0.4,1.9,0.9,4.5

# Assay outcomes deposited in PubChem by several laboratories.
